Screens deposited in PubChem BioAssay by National Center for Advancing Translational Sciences (NCATS).
HTT cytoprotect – Huntington cell model cytoprotection by ATP luminescence | PC12 HTT-Q103 induced, cytoprotection, ATP luminescence, 40 h | Potency, µM (series often up to 56.4 µM), for the others: cytoprotection (ATP increase), usual class: activators | 230,000 compounds, 0.14% hits;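 note: % of control where 0% means no effect; nearly all actives have a fitted effect of over 45% in size; toxic huntingtin expression switched on by the ecdysone agonist tebufenozide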
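Rat PC12, Q103 Htt exon1-GFP fusion, ecdysone promoter; tebufenozide inducer 100 nM final; compound titration; qHTS, 1500 cells/well; ATPlite luminescent read.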
Tau FP inhib – tau fibrillization inhibition (FP). P10636. AID 1468. K18 P301L tau heparin fibrillization, Alexa594 FP, 6 h. 280,000 compounds, 0.39% hits. Potency, µM (series often up to 57.7 µM), for inactives: top-dose activity, negative = inhibition, actives largely listed as inhibitors; note: % is set by controls: 0 for no effect and ±100 for the full control effect; nearly all actives have a fitted effect of over 55% in size
Target sequence (P10636 561-689 P618L limits assumed): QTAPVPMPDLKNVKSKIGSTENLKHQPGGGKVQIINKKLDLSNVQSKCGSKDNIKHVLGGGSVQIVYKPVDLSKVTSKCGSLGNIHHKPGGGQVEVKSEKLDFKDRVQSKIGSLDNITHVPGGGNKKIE
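Human tau K18 […] P301L fragment, 15 uM unlabeled plus 0.24 uM Alexa 594-labeled tau (final), with compound and 20 uM heparin in 100 mM sodium acetate pH 7; 6 hr at 37 C, then Alexa 594 FP read.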
L3MBTL1 inh – blocks human L3MBTL1; Q9Y468; AlphaScreen L3MBTL1–H3K9me1 peptide binding; Potency, µM (doses to about 57.1 µM), for the others: at the highest dose activity, negative = inhibition, hits mostly inhibitors; 230,000 compounds, 0.66% hits; AID 485360; note: % is set by controls: 0 for no effect and ±100 for the full control effect; nearly all actives have a fitted effect of over 60% in size
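Read-out is AlphaScreen signal from streptavidin donor and nickel chelate acceptor beads (10 ug/mL final each) bridging L3MBTL1 (50 nM) and biotinylated K9-monomethylated H3(1-15) peptide (75 nM), after 30 min compound exposure at room temperature.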
TexasRed fluor – alters Texas Red total fluorescence, flagging assay interference | TRb/SRC2 Texas Red total fluorescence interference | Potency, µM (titrated, usually from 106 µM), inactives show at the highest dose fluorescence change, negative = quenching | 280,000 compounds, 0.29% hits | AID 1479; active = well fitted curve in either direction with a large enough effect; inconclusive = small, poorly fitted or top-dose-only effect; note: % is set by controls: 0 for no effect and ±100 for the full control effect
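Flags fluorescent or light-absorbing compounds by total fluorescence, S + 2P, at 555 nm excitation and 632 nm emission. Mixture: 20 nM Texas Red SRC2 peptide, 0.6 uM human TRb LBD, 1 uM T3, 5% DMSO; compound exposure 5 h at ambient temperature.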
TRb SRC2 PPI – TRbeta-SRC2 interaction inhibition; Potency, µM (doses to about 106 µM), inactives show top-dose activity change, negative = inhibition, actives largely listed as inhibitors; TRbeta-SRC2 peptide binding, fluorescence polarization; receptor liganded with 1 µM T3; 280,000 compounds, 0.065% hits;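 note: plate controls were bound peptide for no effect and peptide without receptor for full effect; nearly all actives have a fitted effect of over 50% in size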
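Read-out is fluorescence polarization (555 nm excitation, 632 nm emission) of a Texas Red SRC2 coactivator peptide; loss of signal reflects blocked binding to human TRb ligand-binding domain in the presence of 1 uM T3.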
Tau fibril ThT – blocks human tau fibril formation measured by thioflavin T | P10636 | recombinant tau K18 P301L, heparin-induced fibrillization, ThT fluorescence | Potency, µM (top dose mostly 57.4 µM), inactives show at the highest dose activity, negative = inhibition, hits mostly inhibitors | 270,000 compounds, 2.1% hits | AID 1460; note: % is set by controls: 0 for no effect and ±100 for the full control effect; nearly all actives have a fitted effect of over 55% in size
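Heparin-induced fibrillization of the P301L-mutant K18 repeat-domain fragment of human tau was followed by ThT binding in quantitative high-throughput format.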
RECQ1 helicase – RECQ1 (human) helicase inhibition; AID 2549; RECQ1 DNA unwinding, red fluorescence kinetic read; Potency, µM (series often up to 57.3 µM), inactives show at the top dose activity, negative = inhibition, most hits filed as inhibitors; 240,000 compounds, 0.54% hits; P46063;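 note: plate controls were vehicle for no effect and no enzyme for full effect; nearly all actives have a fitted effect of over 30% in size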
Target sequence (P46063 whole entry, looked up): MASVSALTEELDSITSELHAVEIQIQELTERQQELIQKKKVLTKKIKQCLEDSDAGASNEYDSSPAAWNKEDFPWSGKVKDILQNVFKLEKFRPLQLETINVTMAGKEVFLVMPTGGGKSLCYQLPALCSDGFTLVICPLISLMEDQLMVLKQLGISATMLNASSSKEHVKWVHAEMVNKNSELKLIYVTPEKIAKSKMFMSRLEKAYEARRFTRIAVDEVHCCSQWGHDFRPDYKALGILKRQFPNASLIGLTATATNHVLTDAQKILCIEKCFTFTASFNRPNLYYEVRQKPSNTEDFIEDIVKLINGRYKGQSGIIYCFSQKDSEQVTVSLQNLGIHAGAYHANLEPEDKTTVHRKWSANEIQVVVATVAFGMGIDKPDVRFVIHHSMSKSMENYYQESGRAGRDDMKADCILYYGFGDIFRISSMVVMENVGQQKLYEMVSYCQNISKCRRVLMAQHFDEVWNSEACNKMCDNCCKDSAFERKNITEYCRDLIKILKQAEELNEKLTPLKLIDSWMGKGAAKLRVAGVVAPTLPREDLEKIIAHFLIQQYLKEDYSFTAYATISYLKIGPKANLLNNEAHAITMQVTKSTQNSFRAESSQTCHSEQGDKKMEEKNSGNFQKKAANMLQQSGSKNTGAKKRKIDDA
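50 nM RECQ1T1 preincubated 15 min with compound in Tris pH 8.0 buffer with MgCl2, DTT, Tween-20 and 2.5 ug/ml poly(dI-dC); started with 200 nM TAMRA/BHQ-2 forked duplex and 2 mM ATP. Unwinding read as fluorescence (525/598 nm), two reads 2 h apart.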
Tau fluor counter – counter-screen for tau fibril formation inhibitors; AID 1463; tau K18 P301L (four-repeat tau fragment) Alexa594 fluorescence, heparin fibrillization; 280,000 compounds, 0.93% hits; Potency, µM (series often up to 57.7 µM), without a hit: at the highest dose activity change, negative = decrease; note: % is set by controls: 0 for no effect and ±100 for the full control effect; nearly all actives have a fitted effect of over 55% in size
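Human K18 P301L tau (15 uM unlabeled plus 0.24 uM Alexa 594-labeled, final) in 100 mM sodium acetate pH 7 was mixed with compound and 20 uM heparin and incubated 6 hr at 37 C.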
Numbers without * were called inactive; i = inactive; ? = inconclusive; nt = not tested or not shown; & = joins results of further samples; [ ] = another dose, or the depositor's remark. Unless noted, calls come from the whole dose curve; as a rule, active = well fitted curve in the direction sought with a large enough effect; inconclusive = small, poorly fitted or top-dose-only effect, or another doubt; inactive = no such curve, though single readings can be large; an effect the other way counts as inactive or inconclusive. Potency is the fitted concentration of half-maximal effect.

mol	L3MBTL1 inh	Tau FP inhib	Tau fibril ThT	RECQ1 helicase	TexasRed fluor	HTT cytoprotect	Tau fluor counter	TRb SRC2 PPI
COc1cc(/C=N/N2CCOCC2)ccc1OCc1ccc(Cl)cc1	0%	15%	?	i	-6%	-70%[inhibitor]	?	-3%
COC(=O)C1(C)Nc2ccccc2C(=O)N1c1ccccc1C (centres undefined)	8%	-4%	-10%	-31%	0%	6%[10 µM]	-2%	-2%
O=C(NCc1ccc(Cl)cc1)c1cccc(NC(=O)c2ccccc2)c1	1%	-9%	-7%	-13%	-4%	28%[10 µM]	?	4%
CN(c1ccc(Cl)cc1)S(=O)(=O)c1nnc(NC(=O)c2ccco2)s1	nt	11%	?	nt	3%	nt	-5%	-9%
COc1ccc(C(=O)Nc2ccc([N+](=O)[O-])cn2)c(OC)c1	0%	-2%	-16%	-2%	-5%	-18%[10 µM]	-9%	4%
CCCSc1ccc(C(=O)Nc2ccc(F)cc2F)cn1	10%	-1%	-5%	i	-1%	-13%	-7%	-4%
O=C1Cc2ccccc2Sc2c(OCCN3CCCCC3)cccc21	?	-3%	-5%	5%	-1%	-26%[0.074 µM]	-1%	6%
CCCCC(=O)NC(c1ccccc1OC)c1ccc2cccnc2c1O (centres undefined)	nt	12%	nt	-15%	0%	-54%[inhibitor][10 µM]	10%	3%
CCCOc1nnnn1-c1ccccc1	2%	-11%	-2%	-2%	0%	-4%	-3%	9%
CN(C)C(=S)NC(=O)C(c1ccccc1)c1ccccc1	-5%[11.4 µM]	-13%	-4%	-8%	-3%	-37%[inhibitor]	-8%	-1%
COc1ccc(Cc2noc(CN3CCCN(Cc4ccc(F)cc4)CC3)n2)cc1OC	?	-1%	-9%	i	1%	14%[10 µM]	2%	-3%
CCOc1ccccc1C(=O)N(Cc1ccco1)Cc1ccco1	nt	1%	0%	nt	0%	nt	-2%	-1%
CC1(C)Cc2c(c(N3CCOCC3)nc3snc(NC(=O)c4ccccc4)c23)CO1	nt	-7%	-7%	-6%	-3%	-27%	-13%	-7%
NC(=O)C1CCN(c2ncccc2[N+](=O)[O-])CC1	15%	-2%	-5%	i	2%	20%[10 µM]	-6%	-4%
COc1ccc(S(=O)(=O)N2Cc3ccccc3CC2C(=O)O)cc1OC (centres undefined)	nt	-3%	0%	-8%	-3%	10%	-4%	-9%
COc1ccc(-c2nn(-c3ccccc3)cc2/C=N/Nc2ccccn2)cc1OC	-30%	?	?	-19%	-5%	-3%[10 µM]	?	-10%
N#CN=C(N)c1ccccc1	0%	5%&1%	6%&2%	12%	-6%&0%	-13%&12%[10 µM]	10%&-2%	-4%&1%
CCOC(=O)CCCNC(=O)CCNC(=O)c1ccc(OCC(C)C)cc1	6%	1%	-9%	-1%	0%	19%[10 µM]	-8%	-2%
COc1ccc(CNC(=O)c2ccc(-c3nc(CSc4ccc(C)cc4)c(C)o3)cc2)c(OC)c1	nt	5%	-6%	nt	-1%	nt	-15%	2%
Clc1ccc(-c2csc3ncnc(Cl)c23)cc1	13%	?	?	-14%	1%	10%[10 µM]	-12%	-1%

Remaining list, next part.
mol	L3MBTL1 inh	Tau FP inhib	Tau fibril ThT	RECQ1 helicase	TexasRed fluor	HTT cytoprotect	Tau fluor counter	TRb SRC2 PPI
CCN(CC)c1ccc(NC(=O)CSc2nnc(C)c(=O)[nH]2)cc1	nt	2%	-16%	nt	-17%	nt	-19%	-5%
Cc1ccc2c(c1)cc(CN(Cc1cccnc1)C(=O)c1ccccc1)c1nnnn12	6%	1%	-3%	-8%	-1%	21%[10 µM]	4%	-3%
CCOC(=O)c1ccc(NC(=S)N(CCN2CCCCCC2)Cc2cccs2)cc1	22%	1%	-10%	-5%	-1%	-17%	-28%	-4%
COc1ccc(NC(=O)c2sc3nc4c(cc3c2N)CCCCCC4)c(OC)c1	nt	8%	?	nt	-2%	nt	?	-2%
CCC(=O)Oc1ccc(/C(CC)=C(\CC)c2ccc(OC(=O)CC)cc2)cc1	3%	9%	-14%	?	1%	nt	-11%	0%
O=C(O)C1CCN(c2c([N+](=O)[O-])cc(C(F)(F)F)cc2[N+](=O)[O-])CC1	-8%	-1%	-8%	-7%	-1%	-14%	-1%	-6%
O=C(CSc1nnnn1-c1ccc(F)cc1)Nc1nc2ccccc2s1	5%	-9%	-5%	-6%	-1%	17%	-9%	2%
C#CCOCCOCCOCCNc1nc(N2CCN(C(=O)[C@H](Cc3ccc(O)cc3)n3cc([C@@H](N)CC(C)C)nn3)CC2)nc(N2CCN(C(=O)[C@H](Cc3ccc(O)cc3)n3cc([C@@H](N)CC(C)C)nn3)CC2)n1	-15%	9%	-14%	-15%	-2%	25%[10 µM]	9%	4%
Fc1ccc2[nH]c3c(N4CCc5ccccc5C4)ncnc3c2c1	6%	-4%	-6%	-10%	-2%	7%[10 µM]	?	8%
CCCN(CCC)C(=O)C1CCCN(c2ncnc3c2nc2n3CCCCC2)C1 (centres undefined)	nt	-2%	-3%	nt	3%	nt	0%	-3%
COC(=O)NC(CC(C)=O)c1cccc(F)c1 (centres undefined)	nt	5%[11.6 µM]	9%[11.5 µM]	3%[11.5 µM]	0%[11.2 µM]	5%[10 µM]	16%[11.6 µM]	-7%[11.2 µM]
COc1cc(-c2cc(OC)c3c(C)oc(C)c3c(=O)c2)ccc1OC(=O)c1cccc(C)c1	nt	2%	?	nt	0%	nt	-15%	-15%
Cc1noc(-c2ccccc2)c1NC(=O)Nc1ccccc1	2%	-3%	1%	-6%	1%	15%[10 µM]	-6%	-5%
Cc1cc(C)n(C(=O)c2ccc(NC(=O)C3COc4ccccc4O3)cc2)n1 (centres undefined)	nt	-6%	?	-5%	2%	-19%	-19%	-5%
CCN(CC(=O)Nc1ccc(N2CCOCC2)cc1)C(=O)COc1ccccc1OC	-1%	-1%	-6%	i	-3%	-14%[10 µM]	-6%	-5%
O=C(O)Cc1ccc(C(=O)c2ccc(F)cc2)s1	nt	-3%	-7%	i	2%	1%	-2%	4%
CC1CCc2nn(CC(=O)NCc3ccc(F)cc3)cc2C1 (centres undefined)	8%	-9%	?	-16%	-4%	-5%	-13%	4%
COc1cc(/C=N/NC(=S)NCc2ccccc2)ccc1OCC#N	-5%	-12%	0%	-10%	-3%	nt	?	6%
CC(C)C(C(=O)NCC1CCCO1)N(Cc1ccco1)C(=O)CNS(=O)(=O)c1ccccc1 (centres undefined)	1%	-3%	-7%	11%	1%	-9%	-2%	-4%
Cc1ccc(NNC(=O)c2c(F)cccc2Cl)cc1Cl	-6%	-2%	?	-15%	-1%	-4%[10 µM]	-19%	-8%

Full records, looked up by structure:
COC(=O)NC(CC(C)=O)c1cccc(F)c1 (centres undefined) across the screens: L3MBTL1 inh: nt; Tau FP inhib: 5%[11.6 µM]; Tau fibril ThT: 9%[11.5 µM]; RECQ1 helicase: 3%[11.5 µM]; TexasRed fluor: 0%[11.2 µM]; HTT cytoprotect: 5%[10 µM]; Tau fluor counter: 16%[11.6 µM]; TRb SRC2 PPI: -7%[11.2 µM]
CCCN(CCC)C(=O)C1CCCN(c2ncnc3c2nc2n3CCCCC2)C1 (centres undefined) across the screens: L3MBTL1 inh: nt; Tau FP inhib: -2%; Tau fibril ThT: -3%; RECQ1 helicase: nt; TexasRed fluor: 3%; HTT cytoprotect: nt; Tau fluor counter: 0%; TRb SRC2 PPI: -3%

The list goes on:
mol	L3MBTL1 inh	Tau FP inhib	Tau fibril ThT	RECQ1 helicase	TexasRed fluor	HTT cytoprotect	Tau fluor counter	TRb SRC2 PPI
O=C(/C=C/c1ccccc1)NNC(=O)c1cccs1	9%	7%	-4%	5%	-3%	-3%[10 µM]	-1%	10%
Cc1ccc(CSC(Nc2ccc(F)cc2)=C(C#N)C#N)cc1	-19%	-3%	-1%	i	0%	-30%[10 µM]	-15%	4%
CCOc1ccc(C(=O)NC(=S)Nc2cccnc2)cc1[N+](=O)[O-]	nt	-5%	-18%	1%	-1%	-13%	-14%	-4%
N#CCCN(C(=O)CCl)c1cccc(Cl)c1	4%	-5%	-2%	-3%	-7%	-116%[inhibitor]	-2%	-2%

Of the compounds above, 6 have a Cl atom:
mol	L3MBTL1 inh	Tau FP inhib	Tau fibril ThT	RECQ1 helicase	TexasRed fluor	HTT cytoprotect	Tau fluor counter	TRb SRC2 PPI
COc1cc(/C=N/N2CCOCC2)ccc1OCc1ccc(Cl)cc1	0%	15%	?	i	-6%	-70%[inhibitor]	?	-3%
O=C(NCc1ccc(Cl)cc1)c1cccc(NC(=O)c2ccccc2)c1	1%	-9%	-7%	-13%	-4%	28%[10 µM]	?	4%
CN(c1ccc(Cl)cc1)S(=O)(=O)c1nnc(NC(=O)c2ccco2)s1	nt	11%	?	nt	3%	nt	-5%	-9%
Clc1ccc(-c2csc3ncnc(Cl)c23)cc1	13%	?	?	-14%	1%	10%[10 µM]	-12%	-1%
Cc1ccc(NNC(=O)c2c(F)cccc2Cl)cc1Cl	-6%	-2%	?	-15%	-1%	-4%[10 µM]	-19%	-8%
N#CCCN(C(=O)CCl)c1cccc(Cl)c1	4%	-5%	-2%	-3%	-7%	-116%[inhibitor]	-2%	-2%

An excerpt; the hit share may differ from the screen's.
